Source: PubChem
G9a block = G9a (human) methyltransferase inhibition; Q96KQ7; G9a H3K9 monomethylation, AlphaScreen, 2 h; Potency, µM (doses to about 102 µM), without a hit: at the top dose activity, negative = inhibition, actives largely listed as inhibitors; 350,000 tested, 8.8% active; AID 504332; also: % is scaled to controls: 0 for no effect and ±100 for the full control effect; nearly all actives have a fitted effect of over 75% in size
Target sequence (Q96KQ7 913-1193 limits assumed): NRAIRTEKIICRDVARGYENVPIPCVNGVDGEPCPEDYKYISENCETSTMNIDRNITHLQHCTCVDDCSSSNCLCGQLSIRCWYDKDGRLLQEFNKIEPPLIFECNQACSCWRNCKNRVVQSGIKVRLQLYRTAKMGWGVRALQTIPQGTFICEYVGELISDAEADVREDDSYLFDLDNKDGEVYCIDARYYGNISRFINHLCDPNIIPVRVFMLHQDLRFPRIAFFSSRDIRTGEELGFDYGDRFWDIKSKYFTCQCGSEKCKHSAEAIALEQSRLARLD
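Methyltransferase reactions run at room temperature for 2 h (20 nM enzyme, 500 nM biotin-H3K9 peptide, 20 uM SAM) after a 15 min compound preincubation; product detected by AlphaScreen beads and anti-H3K9me1 antibody.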
POLK inh = inhibitors of human DNA polymerase kappa; Q9UBT6; purified Pol kappa, fluorescent DNA synthesis assay, 10 min; Potency, µM (doses to about 107 µM), inactives show top-dose activity, negative = inhibition, actives largely listed as inhibitors; 400,000 tested, 0.53% active; AID 588579; also: % is scaled to controls: 0 for no effect and ±100 for the full control effect
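Fluorescent qHTS in 1536-well format: enzyme (10 nM) and compound sat 15 min at room temperature before 50 nM substrate (final) was added. Signal taken at 0 and 10 min; no-enzyme buffer wells were negative controls.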
BLM helicase inh = blocks DNA unwinding by human BLM helicase | 350,000 tested, 0.2% active | recombinant BLM DNA unwinding, fluorescence dequenching | P54132 | Potency, µM (highest dose often 56.1 µM), for inactives: top-dose activity change, negative = inhibition, hits mostly inhibitors;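 also: plate controls were vehicle for no effect and no enzyme for full effect; nearly all actives have a fitted effect of over 35% in size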
Pol iota inh = DNA polymerase iota (human) inhibition; Q9UNA4; Pol iota fluorescent replication assay, 10 min; Potency, µM (top dose mostly 115 µM), without a hit: at the highest dose activity, negative = inhibition, hits mostly inhibitors; 390,000 tested, 1% active; AID 588590
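Pol iota at 10 nM preincubated 15 min with compounds at room temperature; reaction started with fluorescent substrate, 50 nM final. Fluorescence read kinetically at 0 and 10 min; buffer-only wells as negative control.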
POLH inh = inhibitors of human DNA polymerase eta | Q9Y253 | recombinant Pol eta, fluorescent DNA replication assay | Potency, µM (highest dose often 114 µM), for inactives: at the top dose activity change, negative = inhibition, hits mostly inhibitors | 390,000 tested, 1.2% active; also: % is scaled to controls: 0 for no effect and ±100 for the full control effect
Target sequence (Q9Y253 whole entry, looked up): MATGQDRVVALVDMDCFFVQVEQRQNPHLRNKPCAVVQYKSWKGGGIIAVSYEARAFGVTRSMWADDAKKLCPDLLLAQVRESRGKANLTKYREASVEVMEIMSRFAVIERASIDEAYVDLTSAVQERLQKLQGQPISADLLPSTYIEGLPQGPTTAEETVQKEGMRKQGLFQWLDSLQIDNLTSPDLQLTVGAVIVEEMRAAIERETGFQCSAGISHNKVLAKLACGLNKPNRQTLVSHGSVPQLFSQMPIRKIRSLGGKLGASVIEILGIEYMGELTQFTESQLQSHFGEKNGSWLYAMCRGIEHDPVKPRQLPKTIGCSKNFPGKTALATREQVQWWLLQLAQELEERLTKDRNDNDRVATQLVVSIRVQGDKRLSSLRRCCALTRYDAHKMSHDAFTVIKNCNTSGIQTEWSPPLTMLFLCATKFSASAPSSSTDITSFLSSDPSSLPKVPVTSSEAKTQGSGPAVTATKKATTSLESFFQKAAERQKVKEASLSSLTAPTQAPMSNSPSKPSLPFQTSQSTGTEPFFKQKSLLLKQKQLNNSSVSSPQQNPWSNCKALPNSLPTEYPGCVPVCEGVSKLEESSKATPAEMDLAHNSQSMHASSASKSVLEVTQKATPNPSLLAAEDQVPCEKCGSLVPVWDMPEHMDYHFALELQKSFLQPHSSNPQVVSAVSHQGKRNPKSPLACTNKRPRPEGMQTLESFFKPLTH
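Fluorescent replication assay: 50 nM final substrate added after a 15 min room-temperature compound preincubation with 10 nM enzyme. Signal taken at 0 min and again at 10 min.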
An asterisk follows results filed as active; ? = inconclusive; . = no result given; [ ] = dose if it differs, or a comment. Calls follow the shape of the dose curve; as a rule, active = well fitted curve in the direction sought with a large enough effect; inconclusive = small, poorly fitted or top-dose-only effect, or another doubt; inactive = no such curve, though single readings can be large; an effect the other way counts as inactive or inconclusive. Potency is read from the fitted curve at half-maximal effect. Only part of the results is shown, so the mix of outcomes need not match the whole.

| canonical_smiles | G9a block | POLK inh | BLM helicase inh | Pol iota inh | POLH inh |
| --- | --- | --- | --- | --- | --- |
| NCc1cccnc1 | 2.0%[12.7 µM] | -9.2%[19.4 µM] | 0.2% | . | . |
| CC(=O)O[C@H]1C[C@H](O[C@H]2[C@@H](O)CC(O[C@H]3[C@@H](O)C[C@H](O[C@H]4CC[C@@]5(C)[C@H](CC[C@@H]6[C@@H]5CC[C@]5(C)[C@@H](C7=CC(=O)OC7)CC[C@]65O)C4)O[C@@H]3C)O[C@@H]2C)O[C@H](C)[C@H]1O[C@@H]1O[C@H](CO)[C@@H](O)[C@H](O)[C@H]1O (stereo partly specified) | -6.0%[12.7 µM] | 4.7%[19.4 µM] | -7.9% | . | . |
| CC(Cc1ccccc1)NCc1ccccc1Cl (stereo unspecified) | 4.4%[59 µM] | -14.3%[60.1 µM] | -14.5% | . | . |
| O=[N+]([O-])c1ccc([As](=O)(O)O)cc1 | ? | -0.5%[19.4 µM] | 3.1% | . | . |
| CN=C1CN=C(c2ccc[nH]2)c2cc(Cl)ccc2N1 | . | -15.4% | . | -3.8% | . |
| C[C@@H]1O[C@@H](O[C@@H]2C=C3CC[C@@H]4[C@@H](CC[C@]5(C)[C@H](c6ccc(=O)oc6)CC[C@@]45O)[C@@]3(C)CC2)[C@H](O)[C@H](O)[C@H]1O | . | -4.5% | . | -8.6% | . |
| O=c1[nH]/c(=C\c2ccc(N(CCCl)CCCl)cc2)c(=O)[nH]/c1=C\c1ccc(N(CCCl)CCCl)cc1 | . | -3.0% | . | 26.1% | . |
| c1ccc(CCN2CCCCC2)cc1 | . | 4.5% | . | 20.7% | . |
| COc1cc([C@@H]2c3cc4c(cc3[C@H](OC(C)=O)[C@H]3COC(=O)[C@H]23)OCO4)cc(OC)c1OC | . | 6.6% | . | 10.4% | . |
| Cc1cc(/C=C/c2cccc3sc(C)[n+](CCCCI)c23)ccc1N(CCCl)CCCl | . | 56.2µM* | . | 79.4µM* | . |
| Cc1cc(/C=C/c2ccnc3ccccc23)ccc1N(CCCl)CCCl | . | -13.6% | . | ? | . |
| O=C(CN1CCCCC1)c1ccccc1 | . | 4.6% | . | 23.0% | . |
| CC1Cc2ccccc2CN1 (stereo unspecified) | . | -6.8% | . | 38.5%[activator] | . |
| c1ccc(CCN2CCOCC2)cc1 | . | 2.5% | . | 44.8%[activator] | . |
| CC(=O)N1Cc2cnnn2-c2ccccc2C1(C)C#N (stereo unspecified) | . | -12.3% | . | 40.9%[activator] | -14.7% |
| CCC(C)C1NC(=O)C2CCCN2C(=O)C(CC(C)C)OC(=O)CCNC(=O)C(C)N(C)C(=O)C(C(C)C)N(C)C1=O (stereo unspecified) | . | -7.9% | . | 12.8% | -2.6% |
| c1ccc(C(c2ccccc2)c2cccnc2)cc1 | . | -20.6% | . | 16.2% | -16.4% |
| CC12CCC(=O)C=C1CCC1C2CCC2(C)C(O)(C(=O)CO)CCC12O (stereo unspecified) | . | -4.2% | . | 112.0%[activator] | -0.8% |
| NC(Cc1ccccc1)c1nn[nH]n1 (stereo unspecified) | . | 6.6% | . | 16.2% | -16.3% |
| S=P1(Oc2ccccc2)Nc2ccccc2N1 | . | -16.0% | . | ? | -15.1% |
| Cc1ccc(NP(=O)(Oc2ccccc2)Oc2ccccc2)cc1 | . | -22.3% | . | -15.2% | -9.6% |
| NC1(C(=O)O)CCCc2ccc(N(CCCl)CCCl)cc21 (stereo unspecified) | . | -15.2% | . | 48.4%[activator] | -15.0% |
| CCC1([N+](=O)[O-])COP(N)(=O)OC1 (stereo unspecified) | . | -20.6% | . | -5.8% | -8.3% |
| CCN1C[C@]2(CO)CC[C@H](OC)[C@@]34C5C[C@H]6[C@H](OC)C5[C@](O)(C[C@H]6OC)[C@@](O)(C(OC)C23)[C@@H]14 (stereo partly specified) | . | 3.9% | . | 16.0% | 3.2% |
| CN1C2CCC1CC(OC(=O)c1cccc(O)c1)C2 (stereo unspecified) | . | -9.7% | . | 24.6% | -14.3% |
| Cc1ccc(OP2(=O)Nc3cc(C)c(C)cc3S2)cc1 (stereo unspecified) | . | 1.1% | . | ? | -14.2% |
| CCOC(=O)C1(c2ccccc2)CCN(CCc2ccc(NC(=O)CCC(=O)O)cc2)CC1 | . | -1.6% | . | 99.6%[activator] | -19.3% |
| COC(=O)C1=C(c2ccc(S(C)(=O)=O)cc2)C[C@@H]2CC[C@H]1N2C(=O)N1CCC(O)CC1 | . | 2.8% | . | 21.0% | -19.7% |
| CCOC(=O)C1(CCc2ccccc2)CCN(C(C)CSC)CC1 (stereo unspecified) | . | -9.1% | . | 11.3% | -10.4% |
| O=C1NC(=S)NC(=O)C1=Cc1c(Cl)cccc1Cl | . | -12.8% | . | 17.2% | -3.6% |

Some of the entries so far, as labelled records.
COc1cc([C@@H]2c3cc4c(cc3[C@H](OC(C)=O)[C@H]3COC(=O)[C@H]23)OCO4)cc(OC)c1OC
  G9a block: .
  POLK inh: 6.6%
  BLM helicase inh: .
  Pol iota inh: 10.4%
  POLH inh: .

Cc1cc(/C=C/c2cccc3sc(C)[n+](CCCCI)c23)ccc1N(CCCl)CCCl
  G9a block: .
  POLK inh: 56.2µM*
  BLM helicase inh: .
  Pol iota inh: 79.4µM*
  POLH inh: .

The list goes on.
| canonical_smiles | G9a block | POLK inh | BLM helicase inh | Pol iota inh | POLH inh |
| --- | --- | --- | --- | --- | --- |
| O=[N+]([O-])c1ccc(C(c2ccc([N+](=O)[O-])cc2)c2ccc([N+](=O)[O-])cc2)cc1 | . | -2.8% | . | 24.7% | -8.1% |
| c1cncc(CNCCN2CCNCC2)c1 | . | -6.6% | . | 76.1%[activator] | 1.4% |
| COC1C(C)OC(OC2CC(C)(O)Cc3cc4c(c(O)c32)C(=O)c2c(O)cc3c(c2C4=O)OC2OC3(C)C(O)C(N(C)C)C2O)C(OC)C1(C)OC (stereo unspecified) | . | 25.1µM* | . | ? | ? |
| CCC(=O)N1CCN(c2cc3c(cc2F)c(=O)c(C(=O)O)cn3CC)CC1 | . | 13.3% | . | 60.9%[activator] | -11.8% |
| C[C@]12CCC(=O)C=C1C=CC1C2CC[C@@]2(C)C1CC[C@@H]2O (stereo partly specified) | . | 3.0% | . | 42.0%[activator] | -4.1% |
| COC(=O)C1=C(c2cc3ccccc3s2)C[C@@H]2CC[C@H]1N2C(=O)N1CCC(C)CC1 | . | -5.4% | . | -5.7% | -3.2% |
| COC(=O)C1=C(c2cc3ccccc3s2)C[C@@H]2CC[C@H]1N2C(=O)NCCS(C)=O (stereo partly specified) | . | -3.7% | . | 19.3% | -21.5% |
| COC(=O)C1=C(c2cc3ccccc3o2)C[C@@H]2CC[C@H]1N2C(=O)N1CCCC1 | . | 0.0% | . | 9.7% | -19.3% |
| Cc1cc(N(CCCl)CCCl)ccc1/C=N/N=C(\N)c1cnccn1 | . | 0.2% | . | 42.1%[activator] | -7.1% |
| CC1([N+](=O)[O-])COP(=O)(NC2CCCC2)OC1 (stereo unspecified) | . | -19.6% | . | 24.1% | -12.2% |
| CCN1C[C@@]2(COC)C3[C@@H](OC)[C@H]4[C@@H]1[C@@]3(C1C[C@H]3[C@H](OC(C)=O)C1[C@]4(OC(C)=O)C[C@H]3OC)[C@@H](OC)C[C@H]2OC(C)=O (stereo partly specified) | . | 2.3% | . | 17.1% | 4.4% |
| Nc1ccc2c3c(cccc13)-c1ccccc1-2 | . | 2.0% | . | 34.0%[activator] | ? |
| Cc1nc2cc([N+](=O)[O-])ccc2c(=O)n1-c1cccc(Br)c1 | . | -6.5% | . | -12.9%[58.9 µM] | -0.4% |
| O=C(NCc1ccc(C(F)(F)F)cc1)c1ccc2c(c1)S(=O)(=O)c1ccccc1C2=O | . | -7.7% | . | ? | -4.8% |
| COC(=O)c1c2[n+](cc3cc(OC)c(OC)cc13)CCc1cc(OC)c(OC)cc1-2 | . | -18.3% | . | 50.3%[activator] | -10.1% |

Rewritten field by field: part of the list above.
c1cncc(CNCCN2CCNCC2)c1
  G9a block: .
  POLK inh: -6.6%
  BLM helicase inh: .
  Pol iota inh: 76.1%[activator]
  POLH inh: 1.4%
COC1C(C)OC(OC2CC(C)(O)Cc3cc4c(c(O)c32)C(=O)c2c(O)cc3c(c2C4=O)OC2OC3(C)C(O)C(N(C)C)C2O)C(OC)C1(C)OC (stereo unspecified)
  G9a block: .
  POLK inh: 25.1µM*
  BLM helicase inh: .
  Pol iota inh: ?
  POLH inh: ?
CCC(=O)N1CCN(c2cc3c(cc2F)c(=O)c(C(=O)O)cn3CC)CC1
  G9a block: .
  POLK inh: 13.3%
  BLM helicase inh: .
  Pol iota inh: 60.9%[activator]
  POLH inh: -11.8%
C[C@]12CCC(=O)C=C1C=CC1C2CC[C@@]2(C)C1CC[C@@H]2O (stereo partly specified)
  G9a block: .
  POLK inh: 3.0%
  BLM helicase inh: .
  Pol iota inh: 42.0%[activator]
  POLH inh: -4.1%

Further structures follow.
| canonical_smiles | G9a block | POLK inh | BLM helicase inh | Pol iota inh | POLH inh |
| --- | --- | --- | --- | --- | --- |
| CCC1CCC(C)N(N=O)C1 (stereo unspecified) | . | 2.2% | . | 4.4% | -14.3% |
| CC12CCC(=O)CC1CCC1C2C(=O)CC2(C)C1CCC2(C)O (stereo unspecified) | . | -1.3% | . | 42.4%[activator] | -23.9% |
| COC(=O)C1=C(c2cc3ccccc3s2)C[C@@H]2CC[C@H]1N2C(=O)N1CCC(O)CC1 | . | -7.7% | . | 14.9% | -3.4% |
| NP(=O)(OCC(F)(F)F)Oc1ccccc1 (stereo unspecified) | . | -19.4% | . | -1.7% | -4.5% |
| Cc1ccc(N2CCNCC2C)cc1 (stereo unspecified) | . | -6.0% | . | 10.5% | -16.7% |
| COc1ccc2[nH]cc(C(=O)CN(C)C)c2c1 | . | 1.4% | . | 25.2% | -5.0% |
| COc1ccc(CN2Cc3cnnn3-c3ccccc3C2C)cc1 (stereo unspecified) | . | 0.6% | . | 11.7% | -14.2% |
| COc1ccc2c(c1)C(c1ccc(N(CCCl)CCCl)cc1)=NCC2 | . | -5.8% | . | 2.0% | -21.2% |
| CC(=O)N1Cc2cnnn2-c2ccccc2C1C#N (stereo unspecified) | . | -5.3% | . | 46.4% | -11.5% |
| CN(C(=O)Cc1ccc2c(c1)OCO2)C1CCCN(Cc2ccccc2F)C1 (stereo unspecified) | . | -3.8% | . | 10.2% | -7.1% |
| O=C(CCN1CC1)OCCOC(=O)CCN1CC1 | . | -14.3% | . | 62.9%[activator] | -4.0% |
| CCC(=O)OC1CCC2C3CCC4CC(=O)C=CC4(C)C3CCC12C (stereo unspecified) | . | -24.5% | . | 42.1%[activator] | -29.1% |
| C[C@]12CCC3C(CC[C@@H]4[C@H]5O[C@H]5CC[C@]34C)C1CC[C@@H]2O (stereo partly specified) | . | 5.3% | . | 0.5% | -15.1% |
| C#C[C@]1(O)CCC2C3CC=C4C[C@H](O)CC[C@]4(C)C3CC[C@@]21C (stereo partly specified) | . | -4.6% | . | -18.1% | -9.8% |
| Cc1cc2c(cc1C)NP(=S)(c1ccccc1)N2 | . | -9.1% | . | ? | -10.9% |
| COc1ccc(C2(c3cccc(O)c3OC)CCN(C(C)=O)CC2)cc1O | . | -12.0% | . | 23.8% | -16.6% |
| NP(=O)(Oc1ccccc1)Oc1ccccc1 | . | -0.3% | . | 57.7%[activator] | -14.6% |
| CCC1(CCO)C(=O)NC(=S)NC1=O | . | -2.2% | . | 20.4% | 3.2% |
| Cc1sc(NC(=O)CSc2n[nH]c(N)n2)c(C#N)c1C | . | 0.7% | . | ? | -18.4% |
| N#Cc1ccc(C(=O)N2Cc3cnnn3-c3ccccc3C2C#N)cc1 (stereo unspecified) | . | -3.3% | . | -15.0% | -5.2% |
| COC(=O)C1=C(c2ccc(S(C)(=O)=O)cc2)C[C@@H]2CC[C@H]1N2C(=O)NCCS(C)=O (stereo partly specified) | . | 0.0% | . | 27.3% | -14.3% |
